Screening data deposited in PubChem BioAssay by National Center for Advancing Translational Sciences (NCATS).
USP1-UAF1 inh: inhibitors of human USP1/UAF1 deubiquitinase; Potency, µM (doses to about 57.1 µM), without a hit: at the highest dose activity change, negative = inhibition, usual class: inhibitors; 0.23% of 390,000 active; recombinant USP1/UAF1, Ub-Rhodamine cleavage fluorescence; AID 743255; also: % is scaled to controls: 0 for no effect and ±100 for the full control effect; nearly all actives have a fitted effect of over 60% in size; inactives centre near -12
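High-throughput fluorogenic screen: 1nM USP1/UAF1 complex, Ub-Rho substrate 150nM final, 50mM HEPES pH 7.8 with 0.5mM EDTA, 0.1 mg/ml BSA, 1mM TCEP and 0.01% Tween-20.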
Vif-APOBEC3F blk: blocks the Vif interaction with APOBEC3F; HeLa A3F-eYFP + Vif (tagged APOBEC3F with the HIV-1 protein that degrades it), YFP fluorescence increase; Potency, µM (doses to about 46.1 µM), inactives show top-dose activity, negative = active; 0.2% of 390,000 active; also: % of control where 0% means no effect; nearly all actives have a fitted effect of over 65% in size
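HeLa cells stably expressing Vif plus C-terminally eYFP-tagged A3F were seeded, incubated overnight at 37 deg C, dosed with compound, incubated overnight again at 37 deg C. Yellow fluorescence (Ex 488/Em 500-530) reported blocked Vif-mediated A3F-eYFP degradation.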
rTrxR1 inhibitor: inhibitors of rat thioredoxin reductase 1 | AID 588453 | recombinant rTrxR1, NADPH fluorescence consumption, selenite substrate | Potency, µM (series often up to 114 µM), for inactives: at the top dose activity change, negative = inhibition, usual class: inhibitors | 1% of 390,000 active; also: % is scaled to controls: 0 for no effect and ±100 for the full control effect; nearly all actives have a fitted effect of over 65% in size
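Rat TrxR1 (90 nM in the dispensed reagent) was pre-reduced with 400 uM NADPH for 5 min at room temperature, then incubated with compound for 15 min. After 400 uM selenite was added, NADPH fluorescence (Ex 340/Em 450 nm) was followed for 8 min.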
12-LOX inh: blocks human arachidonate 12S-lipoxygenase; purified 12hLO, xylenol orange hydroperoxide absorbance; Potency, µM (series often up to 108 µM), for the others: top-dose activity change, negative = inhibition, hits mostly inhibitors; P18054; 1.1% of 580,000 active; also: % is scaled to controls: 0 for no effect and ±100 for the full control effect
Target sequence (P18054 whole entry, looked up): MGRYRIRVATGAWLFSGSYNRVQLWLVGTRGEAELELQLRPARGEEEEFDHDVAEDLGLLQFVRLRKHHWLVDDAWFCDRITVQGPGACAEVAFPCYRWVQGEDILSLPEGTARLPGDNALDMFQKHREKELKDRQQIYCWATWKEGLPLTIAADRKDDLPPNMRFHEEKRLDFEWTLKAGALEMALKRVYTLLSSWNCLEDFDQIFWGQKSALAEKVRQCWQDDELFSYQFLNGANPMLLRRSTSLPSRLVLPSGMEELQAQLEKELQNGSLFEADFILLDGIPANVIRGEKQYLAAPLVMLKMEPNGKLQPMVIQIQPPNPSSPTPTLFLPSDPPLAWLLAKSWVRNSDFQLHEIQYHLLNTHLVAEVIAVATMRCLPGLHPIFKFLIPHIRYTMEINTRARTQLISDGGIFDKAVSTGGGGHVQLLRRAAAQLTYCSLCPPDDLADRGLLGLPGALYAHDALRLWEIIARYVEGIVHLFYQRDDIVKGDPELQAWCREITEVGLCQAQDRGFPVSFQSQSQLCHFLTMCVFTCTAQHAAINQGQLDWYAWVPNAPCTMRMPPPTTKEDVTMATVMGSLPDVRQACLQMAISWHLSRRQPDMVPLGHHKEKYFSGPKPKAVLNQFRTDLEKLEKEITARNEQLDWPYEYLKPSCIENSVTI
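Purified human 12hLO at 150 nM in 25 mM Hepes, 0.01% Triton X-100, pH 7.0, preincubated 15 min at room temperature with compound. Reaction started with 40 uM arachidonic acid, 30 min at room temperature. Hydroperoxide measured by Fe-xylenol orange, 573/405 nm absorbance ratio.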
RXFP1 ag: agonists of human relaxin receptor RXFP1; Q9HBX9; HEK293T-RXFP1 cAMP TR-FRET, 30 min; response scale: percent of porcine relaxin response, buffer zero; Potency, µM (doses to about 57.5 µM), for inactives: at the top dose activation, actives largely listed as activators; 0.3% of 370,000 active; AID 2676; also: % is scaled to controls: 0 for no effect and ±100 for the full control effect; nearly all actives have a fitted effect of over 60% in size; many of its hits are not listed in these tables
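Agonist response is measured as cAMP accumulation in an RXFP1-transfected HEK293T line under PDE4 inhibition. Values are scaled between buffer-only and 29 nM porcine relaxin, and EC50s come from standard Hill equation fits.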
TrxR1 substrate: rat thioredoxin reductase 1 substrate activity; purified TrxR1 substrate turnover, NADPH consumption readout; 0.01% of 390,000 active; O89049; Potency, µM (top dose mostly 114 µM), inactives show at the top dose activity change, negative = substrate turnover; also: % is scaled to controls: 0 for no effect and ±100 for the full control effect; nearly all actives have a fitted effect of over 50% in size
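Rat TrxR1, dispensed at 90 nM, was prereduced with 400 uM NADPH (final) for 5 min at ~22 deg C, then incubated with compound 15 min before 400 uM selenite. A first-read NADPH fluorescence drop versus no-compound background flagged substrates.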
Vif-APOBEC3G blk: Vif-A3G binding inhibition; 0.076% of 410,000 active; HeLa A3G-eYFP + Vif (tagged APOBEC3G with the HIV-1 protein that degrades it), YFP fluorescence, overnight; Potency, µM (series often up to 46.1 µM), for the others: at the highest dose activity, negative = active, hits mostly inhibitors; AID 602310; Q9HC16;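 also: % is scaled to controls: 0 for no effect and ±100 for the full control effect; nearly all actives have a fitted effect of over 60% in size; hits raise eYFP signal because A3G escapes Vif-driven loss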
Target sequence (Q9HC16 whole entry, looked up): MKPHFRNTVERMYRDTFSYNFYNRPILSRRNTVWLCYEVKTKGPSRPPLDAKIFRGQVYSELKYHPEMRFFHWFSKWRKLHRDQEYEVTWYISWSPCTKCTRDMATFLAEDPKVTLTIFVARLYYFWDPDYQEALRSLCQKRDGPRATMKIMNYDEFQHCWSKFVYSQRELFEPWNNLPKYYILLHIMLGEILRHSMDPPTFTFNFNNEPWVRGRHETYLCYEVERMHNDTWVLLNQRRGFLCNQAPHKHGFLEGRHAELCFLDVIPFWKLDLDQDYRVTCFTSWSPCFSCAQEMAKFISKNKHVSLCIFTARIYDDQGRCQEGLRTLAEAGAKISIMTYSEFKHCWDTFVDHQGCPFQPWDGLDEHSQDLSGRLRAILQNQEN
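HeLa cells stably expressing Vif and C-terminally eYFP-tagged A3G, seeded overnight at 37 deg C, then exposed to compound by pintool overnight at 37 deg C. Rise in yellow fluorescence (Ex 488/Em 500-530, Acumen) marks blocked Vif-driven A3G degradation.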
IDH1 R132H inh: blocks human mutant IDH1 R132H enzyme | Potency, µM (series often up to 76.6 µM), inactives show at the top dose activity change, negative = inhibition, usual class: inhibitors | IDH1-R132H enzyme, NADPH consumption, diaphorase/resazurin fluorescence | 0.093% of 390,000 active | O75874; also: % is scaled to controls: 0 for no effect and ±100 for the full control effect; nearly all actives have a fitted effect of over 65% in size
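IDH1-R132H (0.5 ug/mL) preincubated 30 min with compound, then NADPH (0.016 mM) and alpha-KG (2 mM) added; 80 min at RT, pH 7.5. Remaining NADPH coupled via diaphorase/resazurin to fluorescence (540/590 nm); concentration-response curves normalized to no-enzyme control.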
RGS4 inhibitor: human RGS4 inhibition; Transcreener GDP fluorescence polarization, RGS4-accelerated GTP hydrolysis; Potency, µM (doses to about 114 µM), for the others: at the highest dose activity change, negative = inhibition, usual class: inhibitors; P49798; 0.039% of 390,000 active; also: % is scaled to controls: 0 for no effect and ±100 for the full control effect; nearly all actives have a fitted effect of over 75% in size; some results filed as inactive show a strong effect at the top dose
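MLSMR compounds (23 nl, pin-transferred) preincubated 10 min at room temperature with a 500nM (2x) first reagent, then RGS4 at 900nM (2x) plus Transcreener GDP mix added; fluorescence polarization (620/688 nm) read before and after 90 min at 30 °C.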
Starred values were filed as active, the others as inactive; i = inactive; ? = inconclusive; / = no result given; & = joins results of further samples; [ ] = remark or other dose. Calls follow the shape of the dose curve; as a rule, active = well fitted curve in the direction sought with a large enough effect; inconclusive = small, poorly fitted or top-dose-only effect, or another doubt; inactive = no such curve, though single readings can be large; an effect the other way counts as inactive or inconclusive. Potency is read from the fitted curve at half-maximal effect. An excerpt. The share of hits here may be higher or lower than overall.

Sample of the layout, 4 compounds:
SMILES	USP1-UAF1 inh	Vif-APOBEC3F blk	rTrxR1 inhibitor	12-LOX inh	RXFP1 ag	TrxR1 substrate	Vif-APOBEC3G blk	IDH1 R132H inh	RGS4 inhibitor
COc1cccc(CNc2ncnc3nc[nH]c23)c1	/	/	11%&14%	/	/	2%&-3%	0%&1%	/	10%&35%
COc1ccc(C2=NOC3(CC(=O)N(c4ccc(Cl)cc4)C3=O)C2)c(OC)c1 (stereo not given)	-19%	-1%	23%	?	4.0%	9%	1%	4%	8%
O=C1c2ccccc2NC(c2cc(Br)c3c(c2)OCO3)N1Cc1ccco1 (stereo not given)	/	/	23%	/	/	37%[activator]	0%	/	-17%
CCCNc1nc(N2CCCC2)nc(N2CCCC2)n1	-14%	-3%	12%	-3%	-0.8%	2%	-1%	4%	2%

The list itself, from the start:
SMILES	USP1-UAF1 inh	Vif-APOBEC3F blk	rTrxR1 inhibitor	12-LOX inh	RXFP1 ag	TrxR1 substrate	Vif-APOBEC3G blk	IDH1 R132H inh	RGS4 inhibitor
COc1cccc(CNc2ncnc3nc[nH]c23)c1	/	/	11%&14%	/	/	2%&-3%	0%&1%	/	10%&35%
COc1ccc(C2=NOC3(CC(=O)N(c4ccc(Cl)cc4)C3=O)C2)c(OC)c1 (stereo not given)	-19%	-1%	23%	?	4.0%	9%	1%	4%	8%
O=C1c2ccccc2NC(c2cc(Br)c3c(c2)OCO3)N1Cc1ccco1 (stereo not given)	/	/	23%	/	/	37%[activator]	0%	/	-17%
CCCNc1nc(N2CCCC2)nc(N2CCCC2)n1	-14%	-3%	12%	-3%	-0.8%	2%	-1%	4%	2%
Cc1ccnc(NC(=O)c2cc(S(=O)(=O)N3CCCCC3)ccc2Cl)c1	-12%	-8%	19%[57.1 µM]	?	0.4%	16%[57.1 µM]	-2%	14%	10%
Cc1nnc(NC(=O)CCC2CCCCC2)s1	-8%	5%	/	-3%	/	/	0%	11%	/
O=C(Nc1ccccc1C(=O)N1CCOCC1)C1COc2ccccc2O1 (stereo not given)	-4%	-1%	-6%[57.1 µM]	7%	0.1%	2%[57.1 µM]	2%	-4%	18%
COCCN(C(=O)C(C)N1C(=O)c2ccccc2C1=O)c1c(N)n(CC(C)C)c(=O)[nH]c1=O (stereo not given)	-18%	2%	3%	-1%	/	0%	1%	6%	-16%
O=C(NC1CCCCC1)C(c1ccco1)N(C(=O)C(F)(F)F)C1CC1 (stereo not given)	-3%	-4%	11%	-21%	0.4%	0%	-17%	4%	-40%
CC(=O)N1CCOc2ccc(S(=O)(=O)NCCc3cccc(C)c3)cc21	-12%	-4%	-7%	-7%	3.2%	-11%	0%	5%	3%[56.9 µM]
Nc1nc(NCCN2CCOCC2)nc(NCc2ccccc2)c1[N+](=O)[O-]	-12%	-1%	22%	-13%	-1.9%	2%	0%	-3%	16%
O=C(NCc1ccco1)C1CCCN(c2nnc(-n3cccc3)s2)C1 (stereo not given)	-10%	-1%	-6%[57.1 µM]	11%	2.9%	0%[57.1 µM]	0%	-6%	-35%[56.9 µM]
Cc1nn(CC(=O)Nc2ccc(C(=O)N3CCCC3)cc2)c(=O)c2ccccc12	1%	/	-17%	0%	1.0%	-6%	-1%	6%	-2%
COc1cccc(CNC(=O)CCl)c1	-14%	20%	8%[57.1 µM]	-18%	1.9%	7%[57.1 µM]	0%	2%	1%
CC(C)(C)c1cc(C(=O)NCc2ccco2)ccn1	0%	-4%	?	-22%	-0.1%	4%	-2%	-6%	-22%
NCCNc1ccc([N+](=O)[O-])c(NC2CC2)c1	-13%	-5%	5%[57.1 µM]	-25%	1.1%	-17%	-1%	0%	27%
CCN(CCNC(=O)CC1Oc2ccccc2NC1=O)c1ccccc1 (stereo not given)	-13%	-8%	6%	-1%	1.7%	3%	0%	6%	-2%
Cc1ccc2nc(-c3cccc(S(=O)(=O)N4CC(C)OC(C)C4)c3)cn2c1 (stereo not given)	?	-14%	-14%	4%	2.7%	-7%	3%	12%	-59%[56.9 µM]
CC(NC(=O)CSc1ccc(S(=O)(=O)N2CCOCC2)cn1)c1ccc(Cl)cc1Cl (stereo not given)	-4%	5%	16%	-24%	/	4%	8%	8%	-5%
COc1ccccc1N1CCN(C(c2ccccc2)c2nnnn2Cc2ccccc2)CC1 (stereo not given)	/	/	8%	/	/	1%	-2%	/	26%
COc1ccc(NC(=S)Nn2cnnc2)cc1OC	-16%	-24%	-17%[57.1 µM]	?	1.7%	9%[57.1 µM]	3%	5%	-34%
COc1ccc(C2CC3(O)NC(=O)C(C#N)(C3C)C2(C#N)C#N)cc1 (stereo not given)	-9%	1%	22%	-11%	-0.1%	9%	0%	8%	-13%
COC(=O)c1ccccc1Nc1ccccc1	-21%	-1%	-4%	-24%	0.6%	-1%	-4%	0%	-12%
CCOc1ccc2c(c1)c1nnc(SCC(=O)N3CCC(C)CC3)nc1n2C	-14%	8%	12%[57.1 µM]	0%	-1.7%	2%[57.1 µM]	-2%	1%	23%
Cc1ccc(NC(=O)CS(=O)CC(=O)N(c2ccccc2F)C(C)C(=O)NC2CCCC2)cc1 (stereo not given)	-11%	-10%	1%[57.1 µM]	-1%	-0.9%	5%[57.1 µM]	-4%	5%	-14%
CC12CCC(C(=O)NCc3ccc4c(c3)OCO4)(OC1=O)C2(C)C (stereo not given)	-2%	-9%	-4%	0%	1.4%	6%[57.1 µM]	-5%	14%	-6%
CS(=O)(=O)N(CC(=O)N1CCCCC1)c1cccc(F)c1	-21%	0%	3%	-7%	0.3%	-3%	-2%	-1%	6%
COc1cccc(NC(=S)N2CCCN(Cc3ccc(F)cc3)C2)c1	-5%	16%	14%	?	2.0%	4%	-2%	4%	0%
Cc1nn(C)c(C)c1CCC(=O)N1CCCC(C(=O)c2cccc(OC(C)C)c2)C1 (stereo not given)	-23%	4%	15%	-13%	4.0%	3%	4%	4%	-21%[56.9 µM]
CCN(c1cccc(C)c1)S(=O)(=O)c1nnc(NC(=O)C2CCCCC2)s1	-5%	1%	28%	-20%	6.3%	61%[activator]	1%	-13%	-22%
CN(C)CCCNC(=O)c1cc(C(=O)Cc2ccccc2)c[nH]1	-2%	-7%	13%	?	2.8%	-1%	-1%	0%	4%[56.9 µM]
Cc1cc(C)cc(-n2c(SCC(N)=O)nc3c([nH]c4ccccc43)c2=O)c1	-23%	-7%	11%[57.1 µM]	-13%	3.9%	7%[57.1 µM]	?	5%	-14%
CC1CCCCC1NCC(=O)Nc1ccccc1C(=O)Nc1ccccc1 (stereo not given)	-13%	10%	9%	15%	/	-1%	-2%	2%	-4%
Cc1ccc2oc(=O)c3cc(C(=O)Nc4ccc(F)cc4F)sc3c2c1	-20%	-19%	29%	-44%	15%	11%	-1%	-3%	16%
C(=N\N1CCN(C2c3ccccc3-c3ccccc32)CC1)/c1ccncc1	-21%	2%	0%[57.1 µM]	0%	-1.8%	-9%	-7%	2%	22%
CC(C)(C)NC(=O)CSc1nc2cccnc2n1C1CCCCC1	-3%	5%	10%	i	0.7%	-1%[2.29 µM]	2%	8%	7%
CCOc1ccc(NS(=O)(=O)c2ccc(NS(=O)(=O)c3ccccc3)cc2)cc1	-1%	-4%	13%	-22%	0.9%	-7%	-1%	-9%	35%
COc1ccc(O)c(C(=O)c2cnc3c(c2)CN(C)C(=O)N3)c1	-5%	-4%	8%[57.1 µM]	-7%	1.2%	-5%	-4%	-9%	1%
COc1cccc(C(=O)Nc2ccc3c(cc2=O)[C@@H](NC(C)=O)CCc2cc(OC)c(OC)c(OC)c2-3)c1	-23%	-1%	15%	/	0.0%	-2%	?	-2%	0%
Cc1cccc(-c2noc(CCC(=O)NCCc3ccccc3)n2)c1	-18%	-1%	18%	7%	0.3%	-3%	-6%	1%	25%[56.9 µM]
COc1ccc(S(=O)(=O)N(C)C[C@H]2Oc3ccc(NS(=O)(=O)c4cn(C)cn4)cc3C(=O)N([C@H](C)CO)C[C@@H]2C)cc1	-4%	3%	-2%	?	/	0%	0%	-6%	16%
CCOc1ccc(-n2c(SCC(=O)Nc3ccc4c(c3)OCCO4)nc3c(c2=O)SCC3)cc1	-1%	-6%	39%[activator][57.1 µM]	0%	-1.0%	3%[57.1 µM]	1%	-1%	4%
Cc1ccc(S(=O)(=O)c2nnn3c2nc(N2CCCC2)c2sccc23)cc1C	?	0%	9%	-19%	9.0%	2%	0%	7%	-12%
COc1cccc(-c2nn(-c3ccc(C)cc3)cc2C(=O)N2CCc3cc(OC)c(OC)cc3C2)c1	-10%	-5%	15%	?	3.8%	-2%	-20%	5%	-4%
COc1cc(OC)cc(C(=O)OCCCOC(=O)c2cc(OC)cc(OC)c2)c1	-23%	2%	12%	0%	-1.8%	-6%	-5%	-15%	19%
